Apoferritin bind – qHTS Assay for Identification of Novel General Anesthetics | AID 485281, 2010 | Potency, µM (titrated, usually from 77.5 µM), without a hit: top-dose activity change, negative = displacement, hits mostly inhibitors | Ferritin light chain (Equus caballus), P02791 | hit rate 0.074% among 350,000 | apoferritin/1-aminoanthracene competitive binding, fluorescence; further: potency means the concentration at half of the fitted maximal effect; on the % scale 0 is the no-effect control and ±100 the full control effect; nearly all actives have a fitted effect of over 20% in size
Target sequence (P02791 2-175 limits assumed): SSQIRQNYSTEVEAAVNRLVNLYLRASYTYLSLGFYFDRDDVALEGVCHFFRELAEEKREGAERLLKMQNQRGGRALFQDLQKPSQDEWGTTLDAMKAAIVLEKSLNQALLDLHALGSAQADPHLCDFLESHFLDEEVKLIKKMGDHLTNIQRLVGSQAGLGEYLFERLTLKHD
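In PBS, apoferritin at 10 uM is loaded with 1-AMA from a 50% saturated solution. After 10 min of compound exposure at ambient temperature, reduced 535 nm fluorescence indicates probe displacement.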
TRHR agonist – qHTS for Small Molecule Agonists and Allosteric Enhancers of Human TRH Receptor: Primary Screen for Agonists | Thyrotropin-releasing hormone receptor (Homo sapiens), P34981 | TRHR cells, calcium flux fluo-8, FDSS agonist mode | activation, % at 2 µM | hit rate 0.18% among 360,000; in the data active means activation above about 30%; further: 0% is about no effect
Target sequence (P34981 whole entry, looked up): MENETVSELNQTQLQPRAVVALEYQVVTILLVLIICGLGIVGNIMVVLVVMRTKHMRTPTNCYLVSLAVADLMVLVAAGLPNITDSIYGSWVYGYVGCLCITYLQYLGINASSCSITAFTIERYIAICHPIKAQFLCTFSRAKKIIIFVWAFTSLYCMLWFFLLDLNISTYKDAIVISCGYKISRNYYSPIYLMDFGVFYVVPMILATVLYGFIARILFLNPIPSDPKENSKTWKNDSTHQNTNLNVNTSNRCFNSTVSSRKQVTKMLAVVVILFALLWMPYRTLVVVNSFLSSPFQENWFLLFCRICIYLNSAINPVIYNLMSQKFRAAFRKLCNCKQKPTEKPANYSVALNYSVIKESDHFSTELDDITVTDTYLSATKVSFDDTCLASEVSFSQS
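Steps: seed TRHR cells overnight; add fluo-8 no-wash Ca dye, RT 30 min–1.5 h; record 10 s baseline; pin-transfer compounds; monitor fluorescence 1 cycle/s for the agonist window. Calcium increases flag candidate agonists.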
APE1 inh – qHTS Assay for Inhibitors of the Human Apurinic/apyrimidinic Endonuclease 1 (APE1); DNA repair nuclease/redox regulator APEX1 (Homo sapiens), P27695; recombinant APE1, TAMRA/BHQ-2 abasic DNA cleavage fluorescence; Potency, µM (highest dose often 65.8 µM), inactives show at the highest dose activity change, negative = inhibition, hits mostly inhibitors; hit rate 0.35% among 350,000; AID 2517, 2012;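 further: potency means the concentration at half of the fitted maximal effect; plate controls were vehicle for no effect and reference inhibitor for full effect; nearly all actives have a fitted effect of over 55% in size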
Target sequence (P27695 whole entry, looked up): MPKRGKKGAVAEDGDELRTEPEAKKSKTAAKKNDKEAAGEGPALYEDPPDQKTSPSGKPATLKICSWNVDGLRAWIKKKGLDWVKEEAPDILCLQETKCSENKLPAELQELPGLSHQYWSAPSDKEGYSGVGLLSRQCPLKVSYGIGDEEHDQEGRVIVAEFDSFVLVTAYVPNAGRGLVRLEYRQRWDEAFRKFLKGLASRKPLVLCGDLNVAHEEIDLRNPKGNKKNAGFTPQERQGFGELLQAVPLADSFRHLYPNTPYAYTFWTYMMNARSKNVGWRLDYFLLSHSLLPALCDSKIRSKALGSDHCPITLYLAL
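APE1 at 0.75 nM preincubated 15 min at room temperature with compound. Reaction then started with 50 nM double-stranded THF-abasic substrate labelled with TAMRA/BHQ-2, and 525/598 nm fluorescence read kinetically. Activity taken as third-minus-first read difference, normalized to DMSO and NSC13755 controls.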
Pol kappa inh – qHTS for Inhibitors of Polymerase Kappa; Potency, µM (top dose mostly 107 µM), without a hit: at the top dose activity, negative = inhibition, usual class: inhibitors; purified Pol kappa, fluorescent DNA synthesis assay, 10 min; DNA polymerase kappa (Homo sapiens), Q9UBT6; hit rate 0.53% among 400,000; further: potency means the concentration at half of the fitted maximal effect; on the % scale 0 is the no-effect control and ±100 the full control effect
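Here, compound and 10 nM enzyme are combined for 15 min at room temperature; adding 50 nM substrate (final) starts DNA synthesis, tracked by fluorescence at 0 and 10 min against buffer-only wells.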
ERG Ets-DNA blk – qHTS for Small Molecule Inhibitors of the ERG Ets/DNA interaction. Transcriptional regulator ERG (Homo sapiens), P11308. fluorescence polarization, His-ERG Ets domain / labelled DNA. Potency, µM (titrated, usually from 76.9 µM), for inactives: at the top dose FP activity, negative = inhibition, hits mostly inhibitors. hit rate 0.028% among 370,000. AID 624246, 2012; active means well fitted inhibition curve with a large enough effect in the polarisation, with a control signal flat; inconclusive means small, poorly fitted or top-dose-only effect, or effect the other way, or a change in a side signal; inactive means no such curve, though single readings can be large or run the other way; the % refers to the polarisation;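 further: polarization taken with two DNA probes labelled with fluorescein and Texas red; potency means the concentration at half of the fitted maximal effect; % of control where 0% means no effect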
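His-tagged ERG Ets domain (1 uM in the protein solution; 300mM KCl, 50mM Tris-HCl, 1mM EDTA, 1mM DTT, pH 7.5) received compound, then a probe mix of 5 nM fluorescein-DNA and 100nM Texas-615-DNA. Fluorescence polarization was read for both dyes.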
BLM helicase inh – qHTS Assay for Inhibitors of Bloom's syndrome helicase (BLM). RecQ-like DNA helicase BLM (Homo sapiens), P54132. recombinant BLM DNA unwinding, fluorescence dequenching. hit rate 0.2% among 350,000. Potency, µM (titrated, usually from 56.1 µM), for inactives: top-dose activity change, negative = inhibition, hits mostly inhibitors;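 further: potency means the concentration at half of the fitted maximal effect; plate controls were vehicle for no effect and no enzyme for full effect; nearly all actives have a fitted effect of over 35% in size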
POLI inh – qHTS for Inhibitors of Polymerase Iota. DNA polymerase iota (Homo sapiens), Q9UNA4. hit rate 1% among 390,000. Pol iota fluorescent replication assay, 10 min. AID 588590, 2011. Potency, µM (highest dose often 115 µM), for the others: at the highest dose activity, negative = inhibition, most hits filed as inhibitors; further: potency means the concentration at half of the fitted maximal effect
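Fluorescent replication assay read twice, at 0 min and 10 min after adding 50 nM (final) substrate. Enzyme (10 nM) and compounds were first incubated 15 min at room temperature; enzyme-free buffer wells were negative controls.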
12-LOX inh – Primary qHTS assay for inhibitors of human arachidonate 12S-lipoxygenase (ALOX12): Round 2; Polyunsaturated fatty acid lipoxygenase ALOX12 (Homo sapiens), P18054; purified 12hLO, xylenol orange hydroperoxide absorbance; Potency, µM (doses to about 108 µM), for the others: at the top dose activity change, negative = inhibition, actives largely listed as inhibitors; hit rate 1.1% among 580,000; AID 1671190, 2021; further: potency means the concentration at half of the fitted maximal effect; on the % scale 0 is the no-effect control and ±100 the full control effect
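Purified human 12hLO at 150 nM in 25 mM Hepes, 0.01% Triton X-100, pH 7.0, preincubated 15 min at room temperature with compound. Reaction started with 40 uM arachidonic acid, 30 min at room temperature. Hydroperoxide measured by Fe-xylenol orange, 573/405 nm absorbance ratio.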
Pol beta inh – qHTS Assay for Inhibitors of DNA Polymerase Beta | P06746 | Pol beta primer extension/strand displacement, fluorescence kinetic | Potency, µM (doses to about 114 µM), inactives show at the top dose activity change, negative = inhibition, most hits filed as inhibitors | hit rate 1.3% among 340,000; further: potency means the concentration at half of the fitted maximal effect; on the % scale 0 is the no-effect control and ±100 the full control effect
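Pol beta (10 nM) and compounds were preincubated 15 min at room temperature, then 50 nM substrate (final) started primer extension/strand displacement. Reads were taken at 0 and 10 min; concentration-response data were fitted to a four-parameter Hill equation.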
An asterisk follows results filed as active; ? = inconclusive; / = not tested or not shown; & = joins results of further samples; [ ] = dose if it differs, or a comment. Unless noted, the call rests on the fitted dose curve; in most records, active means well fitted curve in the direction sought with a large enough effect; inconclusive means small, poorly fitted or top-dose-only effect, or another doubt; inactive means no such curve, though single readings can be large; an effect the other way counts as inactive or inconclusive.

SMILES	Apoferritin bind	TRHR agonist	APE1 inh	Pol kappa inh	ERG Ets-DNA blk	BLM helicase inh	POLI inh	12-LOX inh	Pol beta inh
CCOc1ccc(N2CC(C(=O)Nc3nnc(SCCOC)s3)CC2=O)cc1 (configuration not stated)	-3%	0.2	14%	-5%	2%	-3%	18%	0%	-1%
Cc1cc(CN2CCCC(CNC(=O)c3ccc(F)cc3)C2)cc(C)c1O (configuration not stated)	-9%	-0.5	6%	-13%	3%	-9%	-3%	-8%	3%
Cn1cccc1/C=N/N1CCN(Cc2ccccc2)CC1	-8%	0.5	6%	-7%	-3%	-4%	31%[activator]	?	0%
Cc1cc(=O)c2ccc(Cl)cc2[nH]1	-3%[163 µM]	0.4	-2%[120 µM]	-8%[158 µM]	-1%	-9%[120 µM]	-4%	-10%	0%
C[C@H](CO)N1C[C@H](C)[C@@H](CN(C)Cc2ccc(C(=O)O)cc2)Oc2c(NS(=O)(=O)c3cn(C)cn3)cccc2C1=O	/	/	-3%	-3%	-5%	/	2%	-36%	/
CC(C)Cn1cnc2c(SCc3ccccc3F)nc(N)nc21	/	/	/	-14%	3%	/	2%	-7%	/
O=C(CSc1nc2ccccc2s1)Nc1cc(C(=O)O)cc(C(=O)O)c1	0%	-0.4	-1%	-40%	-7%	3%	?	44%[activator]	12%
Cc1ccc(NC(=O)N2CCc3cc(S(=O)(=O)N4CCC(C)CC4)ccc32)cc1F	55%[activator]	-0.4	/	-2%	0%	-4%	19%	-12%&-10%	7%
CCOC(=O)c1ccc(CNCc2ccc(C)cc2)cc1	-5%	-1.0	21%	-19%	-7%	5%	0%	?	52%
C=C1CCC(=O)C(C)CCC2C1CC2(C)C (configuration not stated)	1%	/	20%	-4%[60.1 µM]	/	3%	/	/	/
CCN(CCCNC(=O)CC1Oc2ccc(C)cc2NC1=O)Cc1ccccc1 (configuration not stated)	-15%	-0.6	-1%	-17%	-3%	-7%	-3%	379%[activator]	-14%
CC(C)(C)OC(=O)NCC(=O)N1CCC(C(=O)O)CC1	-7%	0.1	-3%	-23%	1%	-1%	-2%	0%	-9%
O=C(Cc1ccc(Cl)cc1Cl)Nc1ccncc1Cl	-15%	-1.2	-11%	4%	13%	-3%	?	2%	0%
c1csc(-c2cc(N3CCCCC3)c3ccccc3n2)c1	-11%	1.4	-7%	-5%	5%	-6%	18%	5%	4%
N#Cc1cccnc1Oc1ccccc1	-7%	-0.4	0%	9%	7%	-11%	17%	159%[activator]	-3%
CC(=O)c1cc2c(cc1NC(=O)Cc1ccsc1)OCO2	/	-0.7	27%	-20%	4%	/	40%[activator]	-1%	/
O=C(COc1ccc2c3c(c(=O)oc2c1)CCCC3)NCCCN1CCCC1=O	-15%	0.2	12%	7%	3%	-8%	29%	0%	0%
CCCCN(C)C(=O)c1oc2ccc(S(=O)(=O)N3CCCCCC3)cc2c1C	-20%	-0.1	-3%	-8%	6%	-6%	?	-10%	3%
CCc1cc(CNC(=O)CCc2nnc(CCCc3ccccc3)o2)on1	-9%	-0.3	-2%	-2%	-3%	0%	47%[activator]	0%	6%
CCc1nnc(NC(=O)C2Cc3ccccc3CN2S(=O)(=O)c2ccc(C)cc2)s1 (configuration not stated)	?	-0.5	-3%	-17%	2%	-12%	?	10%	-24%
O=C(CSc1cc(Cl)ccc1Cl)NC1CC1	/	1.5	-20%	6%	8%	/	22%	174%[activator]	/
COc1ccccc1NC(=O)Nc1nc(-c2cccnc2)nc2ccccc12	/	/	1%&0%&-2%	4%&-21%[60.1 µM]	/	-4%&-2%	?	233%[activator]	-8%[57.1 µM]
CC/C(O)=C(\C#N)c1nnc2n1CCCCC2	-3%	-0.1	0%	-4%	0%	-1%	7%	-3%	11%
O=C(CCCCn1c(=O)c2ccccc2n(CC(=O)Nc2cccc(C(F)(F)F)c2)c1=O)NCc1ccc2c(c1)OCO2	-8%	0.7	/	-6%	0%	-8%	11%	-19%	1%
CC1N=C2c3ccccc3N=C(SCC(=O)NCCc3ccccc3)N2C1=O (configuration not stated)	45%[activator]	0.2	/	-6%[60.1 µM]	-3%	2%	-6%	-18%	12%
O=[N+]([O-])c1cccc(-c2nnnn2-c2cccc(F)c2)c1	/	/	/	-10%	-8%	/	44%[activator]	0%	/
O=C(Cn1cc(SCc2cccc(F)c2)c2ccccc21)N1CCCC1	-7%	0.6	/	-8%	-22%	0%	1%	?	22%
COc1ccc(NC(=O)CSc2nnnn2C2CC2)cc1S(=O)(=O)N1CCOCC1	/	0.0	16%	-25%	6%	/	?	3%	/
COc1ccccc1NC(=O)CSc1nc(-c2ccc(C(C)(C)C)cc2)c(C#N)c(=O)[nH]1	?	-0.3	/	-20%	-3%	?	-29%	?	79µM*
COc1ccc(C(C)=NNc2ccc([N+](=O)[O-])cc2S(=O)(=O)Nc2ccccc2C(=O)O)c(OC)c1	/	/	8%	-29%	-6%	/	1%	?	/
COc1ccc(OC)c(S(=O)(=O)N2CCN(CC(O)CN3CCOCC3)CC2)c1 (configuration not stated)	/	1.0	-15%	-11%	-5%	/	?	-1%	/
C/C(=N\NC(=O)c1cccnc1)c1ccc(-n2ccnc2)cc1	-2%	-0.2	-5%	-10%	5%	-5%	13%	-2%	7%
COc1ccc(N=C2S/C(=C\c3ccco3)C(=O)N2CC(C)C)cc1	?	0.0	16%	-2%	-7%	-7%	-3%	?	79µM*
N#C/C(=C\c1ccc(-c2ccc([N+](=O)[O-])cc2Br)o1)C(=O)N1CCN(c2ccccc2)CC1	-7%	-0.1	1%	-15%	10%	1%	-18%	?	3%
COCCn1nnnc1CN1CCN(c2cccc(C(F)(F)F)c2)CC1	-16%	-0.2	-5%	-7%	0%	2%	7%	?	3%
CC1(C)CC2=C(CO1)C(=S)NC(c1ccccc1)N2CC1CCCO1 (configuration not stated)	-8%	0.1	?	-7%	-3%[15.4 µM]	-2%	-3%	?	1%
COc1ccc(C2C3=C(CC(C)(C)CC3=O)Oc3ncn(CCO)c(=N)c32)cc1OC (configuration not stated)	-14%	0.4	1%	1%	3%	0%	-11%	-11%	1%
CC(=O)c1ccc(S(=O)(=O)Oc2ccc(C(=O)O)cc2Cl)cc1	/	/	28%	-23%	-6%	/	?	-30%	/
CCOC(=O)C1CCN(CC(C)(C)NS(=O)(=O)c2ccc(C)cc2)CC1	-4%	-0.6	-3%	-21%	10%	2%	69%[activator]	-24%	14%
Cn1ncc2c1ncn1nc(COc3ccc4ccccc4c3)nc21	?	-0.7	3%	-1%	-10%	6%	17%	0%	-8%
COc1ccc(CNC(=O)C[C@H]2C[C@H](C(=O)N3CCCCC3)[C@@]3(C)c4[nH]c5cc(-c6ccco6)ccc5c4CCN3C2=O)cc1OC	/	/	-14%	?	15%	/	40µM*	-9%	/
Cc1ccc(NC(=O)CCC(=O)NNC(=O)/C=C/C(=O)O)c(C)c1	-22%	-0.9	-5%	-1%	0%	0%	7%	-5%	27%
COc1cc(NC(=O)CCc2c(C)nc3c(c(C)nn3-c3ccccc3)c2C)cc(OC)c1OC	8%	0.2	/	-6%	-4%	-9%	9%	-6%	0%
O=C(Nc1ccccc1)c1ccc(NCC2CCCO2)c(S(=O)(=O)N2CCOCC2)c1 (configuration not stated)	11%	-0.8	-3%	-1%	9%	0%	4%	15%	9%
CCOc1ccccc1NC(=O)COC(=O)CCOc1cc(C)ccc1C	/	0.4	20%	-3%	-2%	/	8%	?	/
NCCCC[C@H](NC(=O)[C@@H](Cc1ccccc1)NC(=O)[C@H](Cc1c[nH]c2ccccc12)NC(=O)[C@@H](CCCCN)NC(=O)[C@@H](Cc1c[nH]c2ccccc12)NC(=O)[C@@H](N)Cc1cnc[nH]1)C(N)=O	-3%	/	0%	9%[60.1 µM]	/	3%	/	/	/
CCCC(NC(=O)c1c(C)noc1C)C12CC3CC(CC(C3)C1)C2 (configuration not stated)	-2%	-0.5	-1%	-5%	-18%	-2%	68%[activator]	-6%	2%
O=C(O)c1ccc(N=NN2CCCCCC2)cc1	3%	-0.2	0%	-7%	/	3%	20%	1%	3%
CC(NC(=O)C12CC3CC(C)(CC(C)(C3)C1)C2)c1ccncc1 (configuration not stated)	-13%	0.3	51%	1%	-5%	-4%	66%[activator]	58%[activator]	27%
O=C(Nc1ccc2nc(SCC(=O)N3CCCc4ccccc43)sc2c1)c1ccccc1	4%	0.8	/	?	5%	-8%	?	-13%	?
Nc1c(N(CCO)C(=O)C2CCCC2)c(=O)[nH]c(=O)n1Cc1ccccc1	/	/	-1%	11%	6%	/	5%	-7%	/
CC(C)CN(C(=O)CCc1ccccc1)c1c(N)n(CC(C)C)c(=O)[nH]c1=O	5%	-0.4	20%	-9%	-14%	-14%	9%	0%	35%

Two compounds from above, reduced to Pol kappa inh, 12-LOX inh and POLI inh.
structure	Pol kappa inh	12-LOX inh	POLI inh
C[C@H](CO)N1C[C@H](C)[C@@H](CN(C)Cc2ccc(C(=O)O)cc2)Oc2c(NS(=O)(=O)c3cn(C)cn3)cccc2C1=O	-3%	-36%	2%
CC(C)Cn1cnc2c(SCc3ccccc3F)nc(N)nc21	-14%	-7%	2%

This is a subset. The share of hits here may be higher or lower than overall.
